hgDAF-12 ag – activates the H. glycines DAF-12 receptor ligand-binding domain; HEK293 GAL4-hgDAF12 UAS-luciferase reporter, agonist luminescence; normalized to butyrate control; activation, % at 6.8 µM; 370,000 tested, 1.8% active;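 active = activation above a cutoff set at the mean of all screened compounds plus 3 SD, cut at about 10% in these data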;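 note: 0% = DMSO wells and 100% = sodium butyrate wells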
ADAM17 inh – inhibits human ADAM17; P78536; recombinant ADAM17, EDANS/DABCYL FRET peptide cleavage; inhibition, % at 6.95 µM; 370,000 tested, 0.83% active; AID 720648;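 active = inhibition above the mean of compounds lying between control limits plus 3 SD, set per campaign, cut at about 8.5% in these data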;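 note: 0% = DMSO-only wells as the low control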
DAX1 inh-1 – DAX1 (NR0B1) inhibition, primary screen | 370,000 tested, 1.1% active | inhibition, % at 6.8 µM | AID 652010 | HEK293T StAR-luciferase reporter, SF-1/DAX-1 repression relief;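 active = inhibition above the mean over all tested compounds plus 3 SD, cut at about 3.6% in these data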;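 note: 0% = DAX-1 cells with DMSO and 100% = cells lacking DAX-1 with DMSO; higher inhibition means more luminescence from relief of DAX-1 repression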
ssDAF12 agonist – activators of S. stercoralis DAF-12 nuclear receptor. HEK293 ssDAF-12/GRIP1 lit1-tk-luc reporter, luminescence; % of 3 µM dafachronic acid response. activation, % at 6.8 µM. 370,000 tested, 1% active;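 active = activation above the mean over all tested compounds plus 3 SD, cut at about 0.9% in these data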;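 note: 0% = DMSO-only wells and 100% = 3 µM delta7-dafachronic acid wells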
FXN GAA850 act – frataxin GAA850 promoter activation | HEK293 lucGAA850 FXN promoter luciferase reporter, 24 h; percent of 10 µM SAHA response | activation, % at 6 µM | 360,000 tested, 0.56% active;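 active = activation above the average of all compounds screened plus 3 SD, cutoff fixed separately per campaign, cut at about 7.5% in these data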;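 note: 0% = DMSO wells and 100% = 10 µM SAHA wells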
GC-A act – GC-A (human) enzyme activation | HEK293 GC-A cells, cGMP TR-FRET, EC30 ANP; 0% at EC30 ANP, 100% saturating ANP | 370,000 tested, 0.14% active | activation, % at 10 µM | P16066; in the data active = activation above about 40%
SMARCA2 act – SMARCA2 function activation, primary screen | MG213 cells, MMTV-luciferase reporter, dexamethasone, overnight | 370,000 tested, 1% active | activation, % at 9.1 µM | AID 652017; in the data active = activation above about 7.8%;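 note: 0% = vehicle wells and 100% = reference activator wells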
hcDAF12 agonist – H. contortus DAF-12 activation, primary screen; HEK293 hcDAF-12 lit1-tk-luc reporter, luminescence; 0% DMSO, 100% Δ7-dafachronic acid; AID 652067; activation, % at 6.8 µM; 370,000 tested, 1.4% active;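 active = activation above the mean of all tested compounds plus 3 SD, cut at about 5.5% in these data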;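 note: 100% = response to 3 µM Δ7-dafachronic acid high control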
DAX1 inh-2 – NR0B1 (DAX1) inhibition | P51843 | HEK293 Gal4-DAX1 luciferase reporter, luminescence | inhibition, % at 6.75 µM | 340,000 tested, 0.99% active | AID 504766;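 active = inhibition above the mean over all tested compounds plus 3 SD, cut at about 4.2% in these data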;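 note: 0% = DAX1-transfected cells with DMSO and 100% = empty-vector control cells with DMSO; inhibition shows as a rise in luminescence from relieved DAX1 repression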
Target sequence (P51843 207-470 limits assumed): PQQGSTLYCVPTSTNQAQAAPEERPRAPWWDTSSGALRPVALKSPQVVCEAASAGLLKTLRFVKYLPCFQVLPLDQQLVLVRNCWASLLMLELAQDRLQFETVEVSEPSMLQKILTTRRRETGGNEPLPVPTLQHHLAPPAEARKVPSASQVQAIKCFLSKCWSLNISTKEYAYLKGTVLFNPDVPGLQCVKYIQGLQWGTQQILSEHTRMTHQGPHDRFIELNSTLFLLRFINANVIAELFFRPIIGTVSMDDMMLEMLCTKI
ADAM10 inh – inhibits human ADAM10. O14672. AID 720582. recombinant ADAM10, EDANS/DABCYL FRET peptide cleavage, 3 h. 370,000 tested, 0.62% active. inhibition, % at 7 µM;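 active = inhibition above a per-campaign cutoff equal to the mean of compounds falling between control-based bounds plus 3 SD, cut at about 20% in these data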;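 note: 0% = DMSO wells while the 100% control is not disclosed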
Target sequence (O14672 214-748 limits assumed): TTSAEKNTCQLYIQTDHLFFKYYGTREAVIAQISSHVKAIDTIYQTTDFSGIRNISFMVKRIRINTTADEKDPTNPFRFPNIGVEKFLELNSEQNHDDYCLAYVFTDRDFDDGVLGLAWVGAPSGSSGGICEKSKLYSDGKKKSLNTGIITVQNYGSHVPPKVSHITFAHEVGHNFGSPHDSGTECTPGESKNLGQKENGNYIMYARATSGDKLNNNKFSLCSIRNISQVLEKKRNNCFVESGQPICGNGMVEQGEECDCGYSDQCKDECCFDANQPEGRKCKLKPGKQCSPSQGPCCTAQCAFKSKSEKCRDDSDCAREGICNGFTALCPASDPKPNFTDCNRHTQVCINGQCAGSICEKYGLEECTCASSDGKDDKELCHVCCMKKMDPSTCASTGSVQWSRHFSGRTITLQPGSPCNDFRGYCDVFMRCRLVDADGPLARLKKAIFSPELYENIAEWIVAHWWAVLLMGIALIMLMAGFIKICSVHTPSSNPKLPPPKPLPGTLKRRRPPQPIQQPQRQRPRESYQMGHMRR
PG9 binder – binds the HIV-1 gp120 antibody PG9; TR-FRET gp120-PG9 antibody binding; inhibition, % at 6.7 µM; 360,000 tested, 0.43% active; AID 624416; in the data active = inhibition above about 8.5%
Active calls of the source: *; i = inactive; / = not tested or not shown.

Order of results: hgDAF-12 ag, ADAM17 inh, DAX1 inh-1, ssDAF12 agonist, FXN GAA850 act, GC-A act, SMARCA2 act, hcDAF12 agonist, DAX1 inh-2, ADAM10 inh, PG9 binder
> CS(=O)(=O)N(CC(=O)Nc1cc(Cl)ccc1Cl)c1ccccc1Cl
    -1.3, 4, 0.3, -1.3, -2.8, -5, -3, -1.3, -0.9, 12, 3.3
> COc1cccc(C(=O)Nc2cccc(SC)c2)c1
    8.7, -1, 2.1, 0.0, 3.2, 0, 4, 4.1, 1.6, -4, -1.7
> COc1cc(/C=C/C(=O)OCC(=O)N2c3ccccc3NC(=O)C2(C)C)cc(OC)c1OC
    -3.1, -25, -5.0, -0.9, -4.1, 2, 0, -1.7, -2.0, -111, 1.7
> CCCCc1c(C)[nH]c(C(=O)OCC)c1C
    -3.0, 1, -0.7, -1.3, -1.0, 0, 1, -1.3, 0.4, 3, -1.4
> O=S(=O)(c1ccc(SCCOc2ccccc2)nc1)N1CCCC1
    -2.3, 0, -2.8, -1.2, 0.7, 0, -4, -1.8, -0.4, 0, 0.5
> Cc1ccc(S(=O)(=O)NNC(=O)C2Cc3c(ccc4ccccc34)O2)cc1 (stereo not given)
    -3.0, 0, -1.7, -0.7, -1.7, -1, -5, -1.7, -2.4, -8, -0.2
> COC(=O)c1ccc(NC(=O)CSc2nnc(-c3cccnc3)o2)cc1
    -0.9, -5, 0.7, -0.9, -0.7, -1, -1, -0.1, 0.3, 1, -0.5
> CC(C)C(c1nnnn1C1CCCCC1)N1CCN(c2ncccn2)CC1 (stereo not given)
    0.9, -2, 1.6, -0.2, 1.2, 2, -1, -1.6, 1.8, 3, 0.9
> O=C(O)c1cccc(Cn2c(Cl)c(/C=N/NC(=O)c3cccc(O)c3)sc2=O)c1
    -0.9, -3, 0.0, -0.8, 2.4, -2, 3, 0.5, 0.4, -5, -2.5
> COc1cccc(OCC(=O)Nc2ccccc2C(=O)Nc2ccc(C(=O)O)cc2)c1
    -0.7, 0, 0.6, -0.4, 0.0, 0, -3, -1.0, -0.9, -2, -4.4
> CCC/C=C1/CCCOC(C(=O)NCc2ccccc2)(C(F)(F)F)C1 (stereo not given)
    -2.7, 2, -0.1, -1.0, 1.1, 0, -2, -0.8, 1.1, -11, -1.6
> COCn1c(COc2ccc3ccccc3c2)nc2ccccc21
    6.3, 2, 2.0, -0.1, 3.4, -4, 5, 4.8, 4.0, 6, 1.2
> Cc1cccc(-c2nc(CS(=O)CC(=O)NC3CCCC3)c(C)o2)c1 (stereo not given)
    0.9, -1, 1.8, -0.5, -0.3, 1, 2, 0.2, 0.6, 6, -0.9
> Cc1cc(NC(=O)c2cccs2)cc(-c2nc3ncccc3o2)c1O
    7.5, 4, -0.7, -1.0, -1.1, -3, 6, 1.7, 0.3, 12, 0.7
> c1csc(-c2nc(-c3ccc(-c4ccon4)s3)no2)c1
    17*, -3, 2.5, 0.5, 2.3, 5, 8.9*, 5.4, 3.4, -5, 5.4
> O=C(CN(Cc1ccccc1F)C(=O)Cn1nnc(-c2cccs2)n1)NCC1CCCO1 (stereo not given)
    0.2, -4, -0.5, -1.7, -0.5, 3, 1, -1.6, -0.3, 5, 0.7
> O=S(=O)(NCC1(N2CCOCC2)CCCCC1)c1ccc(F)cc1
    2.0, -1, 0.2, -1.2, -0.1, 2, 4, -0.6, -0.1, -4, -1.2
> CCCCNC(=O)COC(=O)c1cc(C)oc1C
    1.1, -4, 0.8, -1.1, 2.7, 2, -4, -0.3, 0.7, -3, 0.6
> CC1CCCCN1C(=O)CSc1nnc(-c2cccnc2)o1 (stereo not given)
    1.9, -2, 0.1, -0.9, 0.1, 1, -1, -2.5, 0.7, 5, -1.5
> C=CCOc1c(Br)cc(CNn2c(C)n[nH]c2=S)cc1OCC
    0.0, -2, -0.2, -2.1, 3.3, -1, 1, 0.3, -0.7, 3, -0.7
> CCN(CC)c1ccc(S(=O)(=O)N2CCOCC2)cc1NC(=O)COC(=O)c1cccnc1SC
    1.5, -4, 5.3*, -1.3, -0.1, 13, 2, -0.3, 0.7, 4, 0.1
> CN1CCc2c(sc(NC(=O)c3cc(Cl)sc3Cl)c2C(N)=O)C1
    -1.2, 0, -0.2, -1.5, 0.8, 3, 3, -2.3, /, -10, -1.6
> COC(=O)C(C)C1Sc2ccccc2NC1=O (stereo not given)
    -0.9, -4, 0.1, -1.7, -0.5, -2, 0, -1.3, -0.5, -14, 1.7
> CCOC(=O)N1CCN(C(=O)c2oc3ccc(S(=O)(=O)N4CC(C)CC(C)C4)cc3c2C)CC1 (stereo not given)
    -2.1, -8, -1.1, -1.8, 0.0, 6, -3, -2.9, -1.2, -2, 0.3
> C=CS(=O)(=O)c1c2cc(OC)ccc2nc2ccc(OC)cc12
    -0.2, -199, -0.6, -0.9, -0.7, 17, 15*, -1.1, -1.8, i, -11
> CCOc1ccc(N(C)S(=O)(=O)c2cc(-c3cc(C)no3)ccc2CC)cc1
    -4.5, 5, -5.2, -2.1, 3.8, -5, 0, -6.3, -0.5, 9, -2.2
> COc1cc(NC(=O)c2cc(-c3ccco3)on2)cc(OC)c1OC
    0.8, -1, -0.5, -1.1, 0.5, -1, -1, -1.8, 0.0, -2, 0.2
> Cn1c(=O)c2c(nc(SCCCC#N)n2Cc2ccccc2F)n(C)c1=O
    -1.6, -3, 0.0, -0.5, 0.1, 9, -1, -1.1, 3.1, -13, -3.3
> CCN1CCN(c2ccc(S(=O)(=O)N3CCOCC3)cc2NC(=O)c2ccccc2OC(F)F)CC1
    -0.5, -3, -0.8, -1.0, 1.1, 3, -2, -1.1, -0.5, -15, 0.5
> Cn1nccc1C(=O)N1CCCC(C(=O)c2ccc(C(F)(F)F)cc2)C1 (stereo not given)
    -0.2, -1, 0.2, -1.3, 1.8, 2, -2, -0.1, 0.5, -2, -0.1
> CCOC(=O)N1CCN(C(=S)NC2CCCC2)CC1
    0.2, -1, 0.0, -1.4, 3.2, -2, -1, -0.6, 0.3, -3, -0.3
> CS(=O)(=O)N(CC(=O)N1CCOCC1)Cc1ccc(Cl)cc1
    1.1, -1, -0.1, -1.2, 1.3, 3, 2, 0.1, 0.1, 1, -2.7
> O=C(NNCc1ccccc1)c1ccccn1
    19*, -7, 7.8*, -0.3, 0.8, -2, 15*, 2.9, 1.8, -23, -1.5
> CCc1nc(N2CCN(C(=O)c3ccccc3)CC2)c(C#N)c2c1COC(C)(C)C2
    -5.4, -100, -1.8, -1.6, -0.3, 0, -1, -2.6, -1.3, -286, -1.1
> Cc1cc(C)cc(OCCNC(=O)C2CCN(S(=O)(=O)c3ccccc3)CC2)c1
    1.3, 4, -1.1, -1.4, -1.2, 0, 0, -0.1, -0.4, -1, -2.4
> O=C(Cc1ccc(Cl)cc1)Nc1ccccc1C(=O)N1CCCCC1
    -3.0, -3, -1.2, -1.2, 0.0, 2, -3, -0.2, 1.1, -11, -2.7
> COc1ccc(-n2ncc3c(N(C)C4CCCCC4)ncnc32)cc1
    -17, -2, -5.8, -3.8, -14, -4, -12, -8.0, -2.2, -3, -0.4
> CN1CCN(S(=O)(=O)c2cc(Cl)c(Cl)cc2Cl)CC1
    -1.6, -2, -0.4, -0.8, -0.8, 1, 1, -0.7, -1.6, -1, -3.3
> COc1ccccc1OC(C)c1nnc(SCC(=O)Nc2c(C)n(C)n(-c3ccccc3)c2=O)n1-c1ccccc1 (stereo not given)
    -0.1, 2, 0.0, -1.4, -2.5, -1, -2, -0.6, -0.5, 5, 1.5
> Cc1ccc(-c2c(C(=O)O)c(C(=O)O)c3n2CCC3)cc1
    2.0, -5, 1.2, -1.1, -1.2, -1, -1, -0.3, -0.1, -5, -1.2

Three of the entries above in order of their number in ADAM17 inh, low to high:
compound | ADAM17 inh | DAX1 inh-1 | ssDAF12 agonist | GC-A act | SMARCA2 act | hcDAF12 agonist | DAX1 inh-2 | ADAM10 inh | PG9 binder
CCN(CC)c1ccc(S(=O)(=O)N2CCOCC2)cc1NC(=O)COC(=O)c1cccnc1SC | -4 | 5.3* | -1.3 | 13 | 2 | -0.3 | 0.7 | 4 | 0.1
COc1ccc(-n2ncc3c(N(C)C4CCCCC4)ncnc32)cc1 | -2 | -5.8 | -3.8 | -4 | -12 | -8.0 | -2.2 | -3 | -0.4
O=S(=O)(c1ccc(SCCOc2ccccc2)nc1)N1CCCC1 | 0 | -2.8 | -1.2 | 0 | -4 | -1.8 | -0.4 | 0 | 0.5

Remaining list, next part
Order of results: hgDAF-12 ag, ADAM17 inh, DAX1 inh-1, ssDAF12 agonist, FXN GAA850 act, GC-A act, SMARCA2 act, hcDAF12 agonist, DAX1 inh-2, ADAM10 inh, PG9 binder
> CNC(=O)CS(=O)(=O)CC(=O)Nc1cc(OC(C)C)c(Cl)cc1Cl
    -1.2, -3, -0.7, -1.2, 0.1, 1, 0, -1.8, 2.1, 0, 2.1
> CC(C)(C)OC(=O)N1CCC(c2c(C(=O)N3CCN(C4CCCCC4)CC3)cnn2-c2ccc(F)cc2)CC1
    1.1, 1, 0.0, -1.3, -0.4, -1, 0, -1.2, -0.3, 2, -1.8
> COc1cc2c(cc1OC)CN(C(=O)Cc1ccc(OC)c(S(=O)(=O)N3CCOCC3)c1)CC2
    -1.0, 4, 0.3, -1.2, -0.9, 0, -9, -0.8, -0.9, -6, 0.2
> CC(C)(C)c1ccc(NC(=O)Cn2cnc3cc([N+](=O)[O-])ccc3c2=O)cc1
    -1.7, 1, -0.2, -0.7, 3.0, 9, 1, -1.6, /, -7, 1.3
> COc1ccc(NC(=O)N/C=C/c2ccco2)cc1
    -3.1, -2, -0.1, 0.4, 3.5, 0, 4, 0.1, -0.2, 1, -1.6
> CCN(CC)S(=O)(=O)c1cccc(NC(=O)CSc2nc3ccccc3[nH]2)c1
    -4.6, -2, -1.8, -2.3, 0.3, -4, -6, -2.7, -2.6, 4, 2.6
> CCc1ccc(NC(=O)CN2CCN(c3ccc(OC)cc3)CC2)cc1
    -0.4, -3, -0.4, -1.5, 3.5, 2, -2, -0.5, 0.1, -7, -2.2
> O=C(CC(c1ccccc1)c1ccccc1)Nc1ccc(Cl)cn1
    -3.6, 14*, -2.2, -1.7, -3.4, -15, -3, -2.0, 1.6, 23*, 2.6
> O=C1NC2C3CC(c4ccccc43)C12 (stereo not given)
    1.2, -4, 0.0, -0.4, 1.7, 2, -3, -0.3, 1.6, -18, 0.1
> Cc1ccc(S(=O)(=O)N(C(=O)c2ccncc2)c2ccc(OC(=O)c3ccncc3)cc2)c(C)c1
    -0.1, -1, -0.7, -1.2, -0.4, 1, -3, 0.1, 0.2, 6, -1.6
> Cc1cc(C)cc(OCC(O)CN2CCN(C(=O)c3ccco3)CC2)c1 (stereo not given)
    -3.5, 1, 1.2, -1.3, 1.5, -5, 1, -0.4, -1.2, 2, -1.9
> CCOC(=O)Nc1ccc2c(c1)N(C(=O)CCN(C)C)c1ccccc1CC2
    -1.0, 2, -0.3, -0.5, -0.1, 2, -4, -2.5, 0.2, -4, -0.1
> COc1ccc(NC(=O)CN(C)C(=O)c2cccc(NS(=O)(=O)c3ccc(Br)cc3)c2)cc1
    0.4, 0, 1.6, -1.0, 1.5, 0, 3, -2.4, 2.1, 4, -1.2
> c1ccc2c(c1)Cn1nc(Cc3nc4c(s3)CCCC4)nc1-2
    5.6, -7, 0.1, -0.7, 2.7, 0, 3, 5.7*, 4.4*, -19, -0.4

Rows were taken by chance; about 6.8% have a hit in one of these screens.
